GAA inh: inhibitors of human lysosomal alpha-glucosidase. AID 1466. P10253. purified human GAA, 4-MU-alpha-glucoside fluorescence. Potency, µM (top dose mostly 76.9 µM), without a hit: top-dose activity change, negative = inhibition, usual class: inhibitors. hit rate 0.005% among 200,000;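 also: plate controls were uninhibited enzyme wells for no effect and no-enzyme background for full effect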
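qHTS format, compound range up to 77 uM. Human lysosomal enzyme at 4 nM, 400 uM 4-MU glucoside substrate, pH 5.0, 20 min room temperature; fluorescence after alkaline stop gives activity normalized to controls.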
HTT ATP protect: Huntington cell model cytoprotection by ATP luminescence; PC12 HTT-Q103 induced, cytoprotection, ATP luminescence, 40 h; Potency, µM (series often up to 56.4 µM), inactives show cytoprotection (ATP increase), actives largely listed as activators; hit rate 0.14% among 230,000; AID 1471;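 also: % of control where 0% means no effect; nearly all actives have a fitted effect of over 45% in size; toxic huntingtin expression switched on by the ecdysone agonist tebufenozide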
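Huntington model: PC12 line, ecdysone-inducible HTTQ103 exon1–GFP, tebufenozide 100 nM. Test articles in a dose series. Endpoint luminescence from cellular ATP.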
aGlu spleen mod: lysosomal alpha-glucosidase (human) modulation; Potency, µM (titrated, usually from 79.9 µM), without a hit: top-dose activity change, negative = inhibition, hits mostly inhibitors; AID 2112; hit rate 0.006% among 240,000; human spleen homogenate, 4-MU-alpha-glucoside fluorescence; P10253;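 also: 0% = enzyme with vehicle and -100% = no enzyme basal signal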
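Compounds were titrated against alpha-glucosidase in spleen homogenate at pH 5.0, with 1 mM 4-methylumbelliferyl substrate for 40 min at 37 C. Reactions were quenched with pH 10 NaOH/glycine and fluorescence measured.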
Tau fibril FP: inhibitors of human tau fibril formation; K18 P301L tau heparin fibrillization, Alexa594 FP, 6 h; Potency, µM (series often up to 57.7 µM), for the others: at the highest dose activity, negative = inhibition, most hits filed as inhibitors; hit rate 0.39% among 280,000; AID 1468; also: % is scaled to controls: 0 for no effect and ±100 for the full control effect; nearly all actives have a fitted effect of over 55% in size
Target sequence (P10636 561-689 P618L limits assumed): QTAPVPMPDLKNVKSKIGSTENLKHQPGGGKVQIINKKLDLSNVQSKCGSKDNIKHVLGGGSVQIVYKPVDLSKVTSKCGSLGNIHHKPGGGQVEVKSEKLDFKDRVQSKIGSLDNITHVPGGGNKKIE
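Human K18 P301L fragment (15 uM unlabeled plus 0.24 uM Alexa 594-labeled) in 100 mM sodium acetate pH 7 with compound, aggregation induced by 20 uM heparin for 6 hr at 37 C. ThT (30 uM) added for 1 hr, then Alexa 594 FP read.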
GLA spleen mod: alpha-galactosidase A (human) modulation | P06280 | human spleen homogenate, 4MU-alpha-Gal fluorescence, 40 min | Potency, µM (top dose mostly 80 µM), for the others: top-dose activity change, negative = inhibition, most hits filed as inhibitors | hit rate 0.008% among 240,000 | AID 2107;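 also: 0% = enzyme with vehicle and -100% = no enzyme basal signal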
Target sequence (P06280 32-429 limits assumed): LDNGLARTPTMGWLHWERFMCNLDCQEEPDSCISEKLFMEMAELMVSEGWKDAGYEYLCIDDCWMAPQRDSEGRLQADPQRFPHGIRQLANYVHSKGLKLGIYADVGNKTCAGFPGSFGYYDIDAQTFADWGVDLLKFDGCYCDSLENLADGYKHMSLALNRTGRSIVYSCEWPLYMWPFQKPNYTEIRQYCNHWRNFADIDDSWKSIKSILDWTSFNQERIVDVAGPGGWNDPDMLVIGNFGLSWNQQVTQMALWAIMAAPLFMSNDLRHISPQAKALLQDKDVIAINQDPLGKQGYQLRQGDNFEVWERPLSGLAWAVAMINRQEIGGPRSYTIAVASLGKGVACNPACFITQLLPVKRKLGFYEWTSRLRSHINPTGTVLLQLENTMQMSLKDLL
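Inhibition or activation of alpha-galactosidase in human spleen homogenate is scored by 4-MU fluorescence after 40 min at 37C, pH 5.0, with 1 mM substrate. AC50s come from concentration-response fitted to the Hill equation.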
GAA glycogen mod: GAA glycogen-cleavage inhibition or activation | P10253 | recombinant GAA, glycogen substrate, Amplex Red glucose oxidase fluorescence | Potency, µM (titrated, usually from 76.4 µM), inactives show top-dose activity change, negative = inhibition, actives largely listed as inhibitors | hit rate 0.38% among 300,000 | AID 2100;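 also: 0% = full enzyme reaction and -100% = no-enzyme basal signal; the screen sought inhibitors and activators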
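Recombinant human enzyme (4 nM); glycogen substrate; 37 C, 40 min, pH 5.0. Readout: coupled glucose oxidase/Amplex Red fluorescence.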
Tau ThT inhib: inhibitors of human tau fibril formation, thioflavin T binding; P10636; recombinant tau K18 P301L, heparin-induced fibrillization, ThT fluorescence; Potency, µM (doses to about 57.4 µM), for inactives: at the highest dose activity, negative = inhibition, usual class: inhibitors; hit rate 2.1% among 270,000; also: % is scaled to controls: 0 for no effect and ±100 for the full control effect; nearly all actives have a fitted effect of over 55% in size
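Tau K18 P301L fragment (15 uM unlabeled plus 0.24 uM Alexa 594-labeled) in 100 mM sodium acetate pH 7 with compound, fibrillization induced by 20 uM heparin for 6 hr at 37 C. Thioflavin T (30 uM) added, fluorescence read after 1 hr (ex 450, em 510 nm).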
Tau fluor cs: counter-screen for tau fibril formation inhibitors; tau K18 P301L (four-repeat tau fragment) Alexa594 fluorescence, heparin fibrillization; Potency, µM (series often up to 57.7 µM), for the others: at the top dose activity change, negative = decrease; hit rate 0.93% among 280,000; also: % is scaled to controls: 0 for no effect and ±100 for the full control effect; nearly all actives have a fitted effect of over 55% in size
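Human K18 P301L tau (15 uM unlabeled plus 0.24 uM Alexa 594-labeled, final) in 100 mM sodium acetate pH 7 was mixed with compound and 20 uM heparin and incubated 6 hr at 37 C.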
* marks the source's active call; other numbers are inactive results; u = inconclusive; x = not tested or not shown; [ ] = dose if it differs, or a comment. Calls follow the shape of the dose curve; as a rule, active = well fitted curve in the direction sought with a large enough effect; inconclusive = small, poorly fitted or top-dose-only effect, or another doubt; inactive = no such curve, though single readings can be large; an effect the other way counts as inactive or inconclusive. Potency is read from the fitted curve at half-maximal effect.

SMILES	Tau ThT inhib	GLA spleen mod	aGlu spleen mod	GAA inh	HTT ATP protect	Tau fluor cs	Tau fibril FP	GAA glycogen mod
COc1cc2c(cc1OC)C(C(=O)O)C(c1cc(Br)c(O)c(OC)c1)N(C)C2=O (configuration not stated)	u	-2%	7%	13%	-32%	u	-3%	9%
CCOc1ccc(C(=O)NC(=S)Nc2ccccc2N2CCCCC2)cc1[N+](=O)[O-]	-10%	5%	-5%	5%	12%[10 µM]	u	1%	-13%
O=C(NC1=C(Nc2ccc(F)cc2)C(=O)c2ccccc2C1=O)c1ccc(Cl)cc1	u	3%	-1%	-3%	-4%[10 µM]	-26%	1%	5%
Nc1cc(OCC(F)(F)F)cc([N+](=O)[O-])c1	-9%	-2%	1%	-3%	x	-1%	14%	-3%
O=C(COc1cc(F)ccc1[N+](=O)[O-])NCCCc1ccccc1	u	-2%	0%	0%	-28%	-28%	0%	4%
O=C(Nc1ccn(Cc2ccccc2)n1)c1cccc(F)c1	-3%	-3%	3%	2%	-22%	-5%	3%	10%
O=C(/C=C\Nc1ccc2c(c1)OCO2)c1cccs1	2µM*	-7%	-2%	-5%	-39%[10 µM]	u	-6%	u
O=C(CSc1nnc(-c2cccnc2)n1-c1ccc(F)cc1)NCc1ccc2c(c1)OCO2	-4%	0%	2%	-1%	9%[10 µM]	3%	13%	-5%
Cc1ccc(S(=O)(=O)c2c(N)n(-c3ccccc3)c3nc4ccccc4nc23)cc1	-9%	12%	-7%	u	1%[10 µM]	-21%	-1%	5%
CCc1c(C)[nH]n(CCC#N)c1=O	4%	7%	1%	0%	-14%	9%	10%	-11%
Cc1cc(C)n(CCCO)c(=O)c1C#N	3%	-2%	12%	5%	11%	3%	-3%	7%
COc1ccc(-c2noc(N(c3nc(-c4ccc(OC)c(OC)c4)no3)c3ccccc3OC)n2)cc1OC	5%	x	x	x	x	-18%	2%	8%[76.3 µM]
Cc1ccc2c(CC(=O)OCc3csc(C)n3)coc2c1	-3%	2%	-3%	1%	10%[10 µM]	-2%	2%	-6%
CCOC(=O)c1cnc(SCC(=O)Nc2cccc(OC)c2)nc1N	-10%	5%	0%	-6%	6%	-12%	-7%	4%
CN1CCN(C2=C(Cl)C(=O)N(c3cccc(Cl)c3)C2=O)CC1	22µM*	1%	-6%	u	3%	u	u	-7%
Cc1nc2ccc(NC(=O)Cc3cccc(F)c3)cc2s1	u	1%	-11%	2%	15%[10 µM]	-13%	-5%	6%
CCOC(=O)c1c(NC(=O)CSc2cn(CCNC(=O)c3ccc(OC)cc3)c3ccccc23)sc2c1CCCC2	-16%	x	x	x	x	-26%	u	0%[76.3 µM]
Cc1ccc(NC(=O)c2nc(S(C)(=O)=O)ncc2N(Cc2cccc(F)c2)Cc2ccco2)cc1C	-11%	x	x	x	x	-20%	-10%	-2%[76.3 µM]
COc1ccc(N/C=C2\CCOC2=O)cc1	-22%	3%	-1%	-7%	9%	0%	1%	u
CC(C)(C)NC(=O)CSCc1c(Cl)cccc1Cl	-3%	5%	-1%	0%	x	-2%	8%	-2%
CCOc1ccc(C(=O)Nc2c(C(=O)Nc3ccccc3OC)oc3ccccc23)cc1OCC	-2%	x	x	x	x	-24%	u	3%[76.3 µM]
CS(=O)(=O)N1CCC(C(=O)N2CCN(c3ccc(F)cc3)CC2)CC1	-5%	4%	10%	u	u	5%[2.34 µM]	-3%	-2%
O=C(Nc1cccc(Cl)c1N1CCCCC1)c1ccc(N2CCOCC2)c([N+](=O)[O-])c1	-3%	-2%	1%	7%	3%[10 µM]	-10%	-18%	14%
O=C(Nc1cccc(NC(=O)c2ccc(Br)o2)n1)c1ccc(Br)o1	-6%	-6%	-3%	-6%	-1%	-1%	1%	4%
COc1ccc(N2CCN(C(=O)CSc3nnc4n3C(C)(C)Cc3ccccc3-4)CC2)cc1	-5%	-4%	-7%	-3%	-17%[1.9 µM]	-8%	3%	-11%
Cc1noc(/C=C/N(C)C)c1S(=O)(=O)N1CCCC(C(=O)NC(C)c2ccccc2)C1 (configuration not stated)	-4%	-10%	-5%	u	-10%	2%	-6%	7%
CCOC(=O)C1CCCN(C(=O)Cc2ccc(C)cc2)C1 (configuration not stated)	-6%	8%	6%	-1%	4%	-2%	6%	-8%
CCN(CCNC(=O)Cn1c(=O)sc2ccccc21)c1ccccc1	-15%	-14%	-14%	-7%[15.4 µM]	-5%	-19%	12%	-8%
CCCCNC(=O)/C=C1\Sc2ccccc2NC1=O	0%	-3%	3%	0%	-10%[10 µM]	0%	0%	9%
CCc1nc2ccccc2n1Cc1ccc(OC)c(OC)c1	-9%	4%	-11%	-5%	20%[10 µM]	-14%	8%	3%
COc1ccc(NS(=O)(=O)c2ccc(S(=O)(=O)N3CCOCC3)cc2)cc1	4%	2%	0%	-11%	-30%[inhibitor]	-4%	-5%	-13%
O=C(CCC1CCCC1)Nc1ccc(C(=O)NCc2cccnc2)cc1	-9%	6%	-5%	6%	-75%[inhibitor][10 µM]	-8%	-6%	15%
Cc1ccc(OCC(=O)N/N=C\c2c(C)n(C)c3ccccc23)c([N+](=O)[O-])c1	u	-3%	-12%	-3%	0%	-11%	11%	1%
CCOC(=O)C1CCN(C(=O)c2ccc(Cl)c(S(=O)(=O)N3CCOCC3)c2)CC1	-4%	-1%	-4%	-4%	4%[10 µM]	2%	4%	-8%
O=c1oc2ccc3ccccc3c2cc1-c1nnc(-c2cccs2)o1	u	-4%	-11%	u	20%[10 µM]	-6%	11%	0%
CC(C)Oc1ccc2ccccc2c1C=O	u	-4%	3%	-5%	-8%	-18%	-11%	10%
COc1cccc(NC(=O)/C=C/c2ccc([N+](=O)[O-])cc2)c1	x	2%	4%	x	-19%[10 µM]	-45%	3%	-11%
CC(C)NC(=O)Cn1c(=O)cnc2ccccc21	6%	-2%	-2%	8%	-17%[0.074 µM]	11%	3%	14%
Cc1ccc(C(=O)N/C(=C/c2ccc(-c3cccc([N+](=O)[O-])c3)o2)C(=O)NC(C)(C)C)cc1	-6%	-10%	-6%	2%	-29%[10 µM]	-10%	6%	11%
COc1cc(Cl)c(NC(=O)c2cc(CN3CCCC3)on2)c(OC)c1	-18%	x	x	x	x	-24%	1%	-15%[76.3 µM]
COc1ccc(-c2nc3ccccc3c(=O)n2N)cc1	-5%	-8%	-2%	2%	-7%	3%	4%	-5%
CNC(=O)c1sc(-c2ccccc2)nc1C	-11%	2%	-4%	-3%	-18%	-11%	-4%	-3%
Cc1ccc(-c2cc(C(=O)Nc3cc([N+](=O)[O-])ccc3C)no2)cc1F	u	x	x	x	x	u	7%	9%[76.3 µM]
CCc1ccc(-c2nc3cc(NC(=O)c4cc5ccccc5cc4OC)ccc3o2)cc1	2%	x	x	x	x	-4%	6%	8%[76.3 µM]
Cc1ccccc1C(=O)c1c[nH]c(C(N)=O)c1	-5%	-4%	-11%	6%	-23%	-2%	-3%	0%
Cc1ccccc1OCCn1cc(C(=O)C(=O)N2CCOCC2)c2ccccc21	-12%	-5%	-11%	0%	-10%[10 µM]	-26%	u	-16%
CCC(C)c1ccc(NC(=O)COC(=O)C2=COCCO2)cc1 (configuration not stated)	-9%	-4%	-8%	u	6%	-16%	-12%	-1%
c1ccc(-c2ccc(-n3ccnc3)cc2)cc1	-2%	-11%	-7%	3%	-22%	-3%	0%	15%
S=C1SCN(Cc2cccnc2)CN1Cc1ccccc1	-6%	-9%	0%	-4%	u	-5%	1%	u
S=c1[nH]c2cc(-c3ccccc3)ccc2o1	u	7%	10%	x	4%[10 µM]	-6%	5%	u
Cc1ccc(C)c(NC(=S)N2CCC(N(C)CC3CCCO3)CC2)c1 (configuration not stated)	-3%	-2%	-4%	-1%	13%	-1%	2%	3%
O=C(O)COc1ccccc1/C=C1\SC(=S)N(c2cccnc2)C1=O	u	-7%	-2%	-2%	-1%[10 µM]	8%	0%	4%
COc1ccc(NC(=O)c2cccs2)cc1OC	-8%	7%	-1%	-1%	-18%	-1%	2%	-23%
CC(=O)OC1=Cc2c(ccc3ccc(=O)oc23)OC1(C)C	-16%	12%	-4%	u	-3%	-11%	-1%	-15%
CC(=O)C1=C(O)C(=O)N(CCC(=O)O)C1c1ccccc1[N+](=O)[O-] (configuration not stated)	-1%	-2%	7%	10%	-35%[inhibitor][1.9 µM]	-2%	4%	19%
CCN(CC)P1(=O)OC(c2cc(OC)c(OC)c(OC)c2)=Nc2c1c(C)nn2-c1ccccc1 (configuration not stated)	-8%	-5%	-5%	1%	-2%	-5%	-14%	6%
COc1ccc(-n2nnnc2SCC(=O)c2ccc(OC)c(OC)c2)cc1	u	7%	0%	10%	11%[10 µM]	-18%	-4%	-4%
CN(C)c1ccc(S(=O)(=O)N(C)C)cc1[N+](=O)[O-]	-6%	-3%	-3%	0%	-48%[inhibitor]	-1%	9%	2%
Clc1ccc2[nH]c(-c3ccccc3)cc2c1	u	-5%	-1%	-14%	9%	u	1%	-7%
CCOC(c1cc(OC)cc([N+](=O)[O-])c1OC)C(C)C(OC)[C@@H](C)/C=C/CC(=O)OC (some centres not stated)	4%[11.5 µM]	15%[17.5 µM]	7%[17.4 µM]	x	-5%[10 µM]	-4%[11.6 µM]	1%[11.6 µM]	x
COc1cc(NS(=O)(=O)c2ccc(NC(=O)COc3ccccc3C)cc2)nc(OC)n1	-17%	6%	2%	u	-18%	-6%	4%	-6%

A second format for some results above:
c1ccc(-c2ccc(-n3ccnc3)cc2)cc1
  Tau ThT inhib: -2%
  GLA spleen mod: -11%
  aGlu spleen mod: -7%
  GAA inh: 3%
  HTT ATP protect: -22%
  Tau fluor cs: -3%
  Tau fibril FP: 0%
  GAA glycogen mod: 15%
S=C1SCN(Cc2cccnc2)CN1Cc1ccccc1
  Tau ThT inhib: -6%
  GLA spleen mod: -9%
  aGlu spleen mod: 0%
  GAA inh: -4%
  HTT ATP protect: u
  Tau fluor cs: -5%
  Tau fibril FP: 1%
  GAA glycogen mod: u

Screening results deposited in PubChem BioAssay by National Center for Advancing Translational Sciences (NCATS).
